esBAF inh – inhibitors of esBAF chromatin remodeling in mouse ES cells | Bmi1-luciferase knock-in reporter, 24 h; 100% = twice the neutral-well signal | reporter increase, % at 12.5 µM | 350,000 tested, 2% active; in the data active = activation above about 40%; inconclusive = no clear call, values can overlap the other calls;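 also: 0% = median of the plate's neutral control wells and 100% = double that signal; a rise in the Bmi1 reporter signal indicates esBAF inhibition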
RAD52 anneal inh – blocks human RAD52 DNA annealing. recombinant RAD52 DNA annealing, FRET fluorescence. inhibition, % at 18.7 µM. 360,000 tested, 0.46% active. AID 651710;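 active = every replicate showing at least 50% inhibition; inconclusive = mean inhibition at least 50% but not in every replicate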
Target sequence (P43351 whole entry, looked up): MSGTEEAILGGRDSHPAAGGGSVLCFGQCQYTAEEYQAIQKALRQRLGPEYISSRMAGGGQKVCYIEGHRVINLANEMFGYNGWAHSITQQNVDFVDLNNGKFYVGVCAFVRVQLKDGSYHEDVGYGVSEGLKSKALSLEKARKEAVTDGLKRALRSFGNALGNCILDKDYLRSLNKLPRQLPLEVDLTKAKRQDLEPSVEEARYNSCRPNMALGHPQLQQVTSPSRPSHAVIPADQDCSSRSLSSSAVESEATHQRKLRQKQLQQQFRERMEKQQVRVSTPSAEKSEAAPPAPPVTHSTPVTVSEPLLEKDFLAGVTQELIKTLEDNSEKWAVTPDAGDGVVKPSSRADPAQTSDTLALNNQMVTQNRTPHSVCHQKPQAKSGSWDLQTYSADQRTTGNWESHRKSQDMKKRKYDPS
Casp6 inh – inhibitors of human caspase-6 | purified caspase-6, Z-VEID-R110 cleavage fluorescence | inhibition, % at 12.5 µM | 350,000 tested, 0.53% active;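 active = mean inhibition across replicates at least about 35%, with every replicate also reaching that limit, limit read from the data; inconclusive = only one of the two criteria met; inactive = neither criterion met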;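 also: 0% = median of neutral control wells and 100% = no fluorescence left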
Target sequence (P55212 24-179 limits assumed): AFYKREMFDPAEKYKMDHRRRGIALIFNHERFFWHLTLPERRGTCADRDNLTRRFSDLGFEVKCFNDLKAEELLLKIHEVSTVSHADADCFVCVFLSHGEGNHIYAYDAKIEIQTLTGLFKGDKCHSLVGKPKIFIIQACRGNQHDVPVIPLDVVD
Target sequence (P55212 194-293 limits assumed): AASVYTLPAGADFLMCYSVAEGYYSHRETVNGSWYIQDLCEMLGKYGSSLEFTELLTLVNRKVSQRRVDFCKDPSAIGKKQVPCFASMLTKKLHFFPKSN
PglD DTNB – inhibitors of Campylobacter jejuni PglD acetyltransferase | inhibition, % at 12.5 µM | 360,000 tested, 0.098% active | AID 602405 | purified PglD enzyme, DTNB colorimetric CoA detection; in the data active = inhibition above about 16%, passing the limit was not always enough; inconclusive = no clear call, values can overlap the other calls; also: strong numbers were not always called active
ARNT-TACC3 inh – disruptors of human ARNT/TACC3 interaction; Q9Y6A5; AID 623870; inhibition, % at 9.99 µM; 390,000 tested, 0.66% active; AlphaScreen His-ARNT PAS-B/GST-TACC3 binding, luminescence; TACC3 fragment carries E629A point mutation;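 active = mean inhibition of replicates at least 50% and at least half of replicates each reaching 50%; inconclusive = half or more replicates reach 50% but mean below 50%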;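 also: 0% = complete ARNT plus TACC3 wells and 100% = ARNT alone without TACC3; many hits fall short of the cut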
ERp5 block – blocks human ERp5 reductase activity on insulin; Q15084; ERp5 insulin aggregation, absorbance 650 nm, 90 min; inhibition, % at 9.99 µM; 350,000 tested, 0.05% active; AID 651711;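 active = mean replicate inhibition above about 25%, with every replicate also reaching it, limit read from the data, passing the limit was not always enough; inconclusive = only one of those two criteria met; inactive = neither criterion met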
RAD54 branch – blocks human RAD54 Holliday junction branch migration; FAM/BHQ fluorescence; 360,000 tested, 0.14% active; inhibition, % at 10.4 µM;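 active = mean normalized replicate activity at least 40 and at least half of replicates scoring 40 or more; inconclusive = only one of the two criteria met; inactive = mean below 40 and under half of replicates reaching 40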;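 also: 0% = median of neutral control wells and 100% = median of positive control wells; inhibitors cause a drop in the FAM fluorescence signal; in these data hits start at about 50%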
E-sel inducer – E-selectin induction on HUVECs. 260,000 tested, 0.37% active. AID 686992. activation, % at 7.58 µM. P16581. HUVEC E-selectin immunofluorescence imaging; normalized: neutral wells 0, TNF-alpha wells 100;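 active = mean E-selectin-positive cell signal at least 10% of the positive control, reached in at least 60% of replicates, without over 20% cell loss; inconclusive = no rule given, readout overlaps actives, possibly toxicity-flagged; inactive = the rest, including those meeting only one limit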;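 also: in these data hits start at about 27%; measured in HUVEC primary endothelial cells; signal is the percent of cells scored E-selectin positive by PE staining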
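System: HUVEC / Compound: single concentration / Signal: immunofluorescence imaging / Read-out: percent E-selectin-positive cells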
Numbers without * were called inactive; ? = inconclusive; / = not tested or not shown.

SMILES	esBAF inh	RAD52 anneal inh	Casp6 inh	PglD DTNB	ARNT-TACC3 inh	ERp5 block	RAD54 branch	E-sel inducer
O=c1c(OC2OC(CO)C(O)C(O)C2O)c(-c2ccc(O)c(O)c2)oc2cc(O)cc(O)c12 (centres undefined)	-6.7	1.3	16.0	-6.4	10.4	1.6	14.0	0.4
CCOc1ccc(C(=O)CCCC(=O)c2ccc(OCC)cc2)cc1	37.8	-1.9	-2.5	5.4	-15.9	5.8	-1.6	/
O=C(CSc1nnnn1-c1ccccc1)Nc1ccc(N2CCOCC2)c(Cl)c1	-8.2	/	/	1.3	-3.9	/	-0.9	/
CC(C)(C)c1ccc(NC(=O)C2CCCN(c3cnccn3)C2)cc1 (centres undefined)	2.1	-18.4	-0.6	2.8	-7.6	1.0	3.8	0.1
CC[C@@H](C)[C@H](N)C(=O)NC[C@H]1O[C@@H](n2cnc3c(N)ncnc32)[C@H](O)[C@@H]1O	-7.6	-10.3	3.6	0.6	34.6	2.4	-3.4	0.0
CC(=O)N(C)C[C@H]1Oc2ncc(-c3ccc(C)cc3)cc2C(=O)N([C@H](C)CO)C[C@@H]1C	5.6	0.2	1.3	0.8	9.5	5.9	14.5	-0.1
Nc1ncc(Br)cc1S(=O)(=O)NCCC(=O)NC1CCCCC1	-1.7	-2.8	-1.6	/	-10.5	-9.9	6.9	/
CC(CCc1ccccc1)NC(=O)c1ccco1 (centres undefined)	-7.2	/	/	1.7	-6.0	/	-9.2	/
O=C(c1cnn(-c2cccc(F)c2)c1)c1ccccc1O	/	-2.4	-0.6	/	3.5	-0.1	/	-0.3
COc1ccc(NC(=O)Nc2ccc3c(c2)C(=O)N([C@H](C)CO)C[C@H](C)[C@H](CN(C)Cc2ccc(Oc4ccccc4)cc2)O3)cc1	-2.0	-15.8	-0.3	-0.6	7.5	-6.4	0.5	-0.3
Cc1cccc(C)c1NC(=O)Cn1nnc(C(=O)Nc2ccc(F)cc2F)c1N	7.4	-3.0	-2.4	-1.5	1.8	1.4	-1.7	/
CC1=C(C(=O)N2CCOCC2)CC(CC(=O)NCc2cccs2)C(=O)N1CCCN1CCCC1=O (centres undefined)	-7.3	-3.0	3.3	-1.6	/	-0.8	12.2	0.0
CC(=O)N(C)C[C@H]1Oc2ncc(C#Cc3ccc(F)cc3)cc2C(=O)N([C@H](C)CO)C[C@H]1C	6.6	-1.3	-0.7	2.0	1.4	-1.0	1.4	0.9
Cc1cc(Cl)ccc1C(O)c1ncc(-c2ccccc2Cl)[nH]1 (centres undefined)	5.0	-6.5	1.2	-2.4	/	-16.9	-3.4	/
CCOC(=O)c1nn(-c2ccccc2)c(C)c1C(C)=O	6.0	/	/	-3.3	-3.3	/	-16.3	/
O=C(N/N=C/C=C/c1ccc([N+](=O)[O-])cc1)C1COc2ccccc2O1 (centres undefined)	/	-6.1	-0.4	/	1.6	3.3	/	/
O=C(OCC(=O)N1CCCCCC1)c1ccc(F)cc1F	0.7	0.4	2.0	-1.3	-3.2	-2.0	-7.8	0.0
CC1CCCCC12NC(=O)N(CC(=O)N1CCN(c3ncccn3)CC1)C2=O (centres undefined)	-1.9	12.4	0.0	-5.0	-1.1	3.0	-10.5	-0.6
O=C1/C(=C/c2cccc(F)c2)SC(=S)N1NS(=O)(=O)c1ccccc1	/	-1.7	7.3	/	-22.6	3.1	/	/
COc1ccc(S(=O)(=O)Nc2ccc3c(c2)CC(=O)N([C@H](C)CO)C[C@H](C)[C@@H](CN(C)CC2CC2)O3)cc1	2.6	15.6	1.5	0.4	2.8	1.0	-8.8	0.1
Cc1ccc(S(=O)(=O)N2CCCC(C(=O)NCc3ccco3)C2)cc1Cl (centres undefined)	-2.8	/	/	-3.7	1.0	/	-12.4	/
COc1ccc(Cl)cc1NC(=O)c1nc2nc(C)cc(C(F)F)n2n1	-8.2	-17.6	-1.5	4.1	-1.6	-2.2	-4.0	/
CN(C)CC(=O)Nc1ccc2c(c1)[C@@H]1C[C@@H](CC(=O)NCc3ccc(Cl)cc3)O[C@@H](CO)[C@@H]1O2	10.9	2.6	0.8	-0.2	-2.6	-9.8	-1.0	-0.4
O=C(N/N=C/c1c(F)cccc1Cl)c1cc(C2CC2)[nH]n1	?	-3.5	-1.0	0.3	-1.1	-5.8	0.0	/
O=C(CCNS(=O)(=O)c1cccs1)N1CCc2ccccc2C1	67.8*	/	/	-1.1	0.5	/	0.7	/

Single records (already shown). Values in the order: esBAF inh | RAD52 anneal inh | Casp6 inh | PglD DTNB | ARNT-TACC3 inh | ERp5 block | RAD54 branch | E-sel inducer
`O=C(CCNS(=O)(=O)c1cccs1)N1CCc2ccccc2C1` is entered as 67.8* | / | / | -1.1 | 0.5 | / | 0.7 | /
`COc1ccc(S(=O)(=O)Nc2ccc3c(c2)CC(=O)N([C@H](C)CO)C[C@H](C)[C@@H](CN(C)CC2CC2)O3)cc1` is entered as 2.6 | 15.6 | 1.5 | 0.4 | 2.8 | 1.0 | -8.8 | 0.1
`O=c1c(OC2OC(CO)C(O)C(O)C2O)c(-c2ccc(O)c(O)c2)oc2cc(O)cc(O)c12` (centres undefined) is entered as -6.7 | 1.3 | 16.0 | -6.4 | 10.4 | 1.6 | 14.0 | 0.4
`CC[C@@H](C)[C@H](N)C(=O)NC[C@H]1O[C@@H](n2cnc3c(N)ncnc32)[C@H](O)[C@@H]1O` is entered as -7.6 | -10.3 | 3.6 | 0.6 | 34.6 | 2.4 | -3.4 | 0.0
`O=C(c1cnn(-c2cccc(F)c2)c1)c1ccccc1O` is entered as / | -2.4 | -0.6 | / | 3.5 | -0.1 | / | -0.3

(more compounds)
SMILES	esBAF inh	RAD52 anneal inh	Casp6 inh	PglD DTNB	ARNT-TACC3 inh	ERp5 block	RAD54 branch	E-sel inducer
O=C(Nc1ccc(S(=O)(=O)Nc2ncccn2)cc1)c1cccnc1	/	1.4	-1.1	/	-6.7	1.7	/	-0.5
C[C@H](CO)N1C[C@H](C)[C@@H](CN(C)C)Oc2cc(C3=CCCC3)ccc2S1(=O)=O	3.6	6.2	0.4	3.3	10.1	-1.8	-12.3	-0.1
N#C/C(C(=O)NCCc1ccccc1)=C1/N=C(NC(=O)c2cccs2)c2ccccc21	/	-17.1	-0.6	/	-0.3	4.9	/	-0.2
O=C(NC(Cc1ccccc1)C(=O)O)/C(=C/c1ccco1)NC(=O)c1cccc(Br)c1 (centres undefined)	/	/	/	3.3	-8.5	/	-4.0	0.3
O=C(O)/C=C/C(=O)NCCc1ccccc1	/	0.1	0.0	/	-6.2	0.3	/	/
O=C(NC1CCCCC1)C1CC(=O)N(c2ccccc2)C1 (centres undefined)	4.9	-2.4	/	4.7	-3.0	1.6	-1.7	0.0
CCN(CC(=O)NNC(=O)c1ccccc1)Cc1ccc(OC)c(F)c1	11.8	-9.4	3.7	8.6	1.6	-4.1	-0.7	-0.3

Source: PubChem (Broad Institute)

Random draw from the library; about 3.2% have a hit in one of these screens.
